Source: PubChem (Broad Institute)
F508del corr: correctors of CFTR F508del function in bronchial epithelial cells; CFBE cells, YFP halide quenching; stimulated with forskolin plus potentiator P3; % fluorescence drop versus neutral controls; activity (quench increase), % at 7.58 µM; actives 0.36% (n = 350,000); AID 720511;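 active = mean added fluorescence quench of at least 8% versus neutral control, with both replicates also reaching 8%; inconclusive = only one of the mean or replicate conditions met; inactive = mean below 8% and not both replicates reaching 8%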;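 also: cells transiently co-express mutant CFTR-F508del with the halide-sensitive YFP; corrector assay measuring rescue of mutant channel to the surface after 24 h compound exposure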
SIRT5 inh: sirtuin-5 (human) deacylase inhibition | Purified SirT5, succinyl-peptide AMC, trypsin-coupled fluorescence | inhibition, % at 15 µM | actives 1.1% (n = 330,000) | AID 652115; in the data active = inhibition above about 15%; inconclusive = no clear call, values can overlap the other calls
Target sequence (Q9NXA8 whole entry, looked up): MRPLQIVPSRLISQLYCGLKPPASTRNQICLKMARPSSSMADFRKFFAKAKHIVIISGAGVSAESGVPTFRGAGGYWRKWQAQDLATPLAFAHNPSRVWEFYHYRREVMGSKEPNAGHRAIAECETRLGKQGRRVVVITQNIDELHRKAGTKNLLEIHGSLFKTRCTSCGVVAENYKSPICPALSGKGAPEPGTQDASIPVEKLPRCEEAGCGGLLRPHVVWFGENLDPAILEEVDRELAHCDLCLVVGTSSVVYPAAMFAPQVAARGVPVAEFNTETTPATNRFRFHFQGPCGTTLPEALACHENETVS
CASP6 VEID inh: caspase-6 (human) enzyme inhibition | actives 0.53% (n = 350,000) | AID 686996 | purified caspase-6, Z-VEID-R110 cleavage fluorescence | inhibition, % at 12.5 µM;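 active = mean inhibition across replicates at least about 35%, with every replicate also reaching that limit, limit read from the data; inconclusive = only one of the two criteria met; inactive = neither criterion met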;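 also: 0% = median of neutral control wells and 100% = no fluorescence left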
Target sequence (P55212 24-179 limits assumed): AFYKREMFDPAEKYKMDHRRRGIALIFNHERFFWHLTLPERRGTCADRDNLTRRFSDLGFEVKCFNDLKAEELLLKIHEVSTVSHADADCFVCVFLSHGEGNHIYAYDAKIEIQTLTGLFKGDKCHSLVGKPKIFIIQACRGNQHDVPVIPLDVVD
Target sequence (P55212 194-293 limits assumed): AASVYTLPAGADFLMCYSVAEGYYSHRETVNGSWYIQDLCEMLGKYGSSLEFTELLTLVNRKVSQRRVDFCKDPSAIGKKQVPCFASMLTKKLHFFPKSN
miR-122 sensor: blocks miR-122 activity in Huh7 sensor cells. Huh7 miR-122 Renilla luciferase sensor, 48 h; neutral wells = 0, positive control = 100. AID 602342. actives 0.3% (n = 340,000). activation (reporter increase), % at 12.5 µM;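 active = mean replicate activation score at least 90 and every replicate individually at or above 90; inconclusive = only one of the two criteria met; inactive = neither criterion met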;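 also: higher luciferase means less miR-122 activity so hits act as miR-122 inhibitors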
ERAP1 inh: inhibitors of human ERAP1 aminopeptidase; Q9NZ08; recombinant ERAP1, Leu-AMC fluorescence, 60 min; inhibition, % at 10.7 µM; actives 0.15% (n = 340,000);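 active = mean replicate inhibition of at least 30%, or all replicates individually reaching that 30% level; inactive = mean below 30% and not every replicate reaching it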;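 also: 0% = neutral control wells and 100% = L-leucinethiol positive control wells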
ERp5 inh: blocks human ERp5 reductase activity on insulin. inhibition, % at 9.99 µM. actives 0.05% (n = 350,000). ERp5 insulin aggregation, absorbance 650 nm, 90 min. AID 651711;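 active = mean replicate inhibition above about 25%, with every replicate also reaching it, limit read from the data, passing the limit was not always enough; inconclusive = only one of those two criteria met; inactive = neither criterion met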
Target sequence (Q15084 whole entry, looked up): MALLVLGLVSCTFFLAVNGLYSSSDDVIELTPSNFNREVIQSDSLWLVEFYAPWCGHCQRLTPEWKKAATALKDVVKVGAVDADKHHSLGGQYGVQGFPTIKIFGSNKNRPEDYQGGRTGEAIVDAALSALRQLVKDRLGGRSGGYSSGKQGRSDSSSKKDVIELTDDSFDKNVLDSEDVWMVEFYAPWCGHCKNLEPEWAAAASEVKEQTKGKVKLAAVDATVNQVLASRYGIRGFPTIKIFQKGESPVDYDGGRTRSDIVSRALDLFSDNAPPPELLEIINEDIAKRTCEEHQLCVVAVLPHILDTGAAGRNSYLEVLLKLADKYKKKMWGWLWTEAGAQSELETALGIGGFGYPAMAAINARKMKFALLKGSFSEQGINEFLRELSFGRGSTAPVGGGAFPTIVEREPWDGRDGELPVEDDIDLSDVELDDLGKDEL
DENV2 CPE rescue: DENV2-induced cell death inhibition | DENV2-infected cells, cytopathic effect rescue, plate reader | CPE inhibition, % at 9.99 µM | actives 1.7% (n = 350,000) | AID 651640; in the data active = CPE inhibition above about 20%, passing the limit was not always enough; inconclusive = no clear call, values can overlap the other calls; tested in BHK-21 cells;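 also: 0% = median of neutral control wells and 100% = median of positive control wells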
Active calls of the source: *; ? = inconclusive; · = not tested or not shown; & = joins results of further samples; [ ] = another dose, or the depositor's remark.

compound	F508del corr	SIRT5 inh	CASP6 VEID inh	miR-122 sensor	ERAP1 inh	ERp5 inh	DENV2 CPE rescue
CCOC(=O)[C@]12CCCC=C1N(Cc1cccc3ccccc13)C(=O)[C@H](CC(=O)N1CCOCC1)C2	4.0	·	10	·	·	0	-6
Cc1cccc(OCc2occc2C(=O)Nc2cccc(-n3cnnn3)c2)c1	0.1	-1	-1	-6	-3	4	-7
O=C(NCCc1ccccc1)c1cnc2ccccc2n1	1.6	-5	-1	6	-1	2	-6
COCCCNC(=O)C[C@H]1C[C@@]2(C(=O)OC)C(=C[C@H](C3CCCC3)O[C@@H]2C)N(Cc2ccccc2)C1=O	2.0	·	-1	·	-4	0	?
CC(C)CC#Cc1ccc([C@@H]2[C@@H](CO)N3C(=O)CN(S(=O)(=O)c4ccccc4)C[C@H]23)cc1	3.5	10	1	·	0	-9	-5
O=C(c1cnn2ccccc12)N1CCCc2ccccc21	1.4	·	-1	-1	·	4	-1
O=C(Cc1ccccn1)N[C@H]1CC[C@@H](CCn2cc(-c3cccnc3)nn2)O[C@@H]1CO	4.1	6	-2	·	-6	1	-7
Cc1cc(C)c2cc(C(=O)N3CCC(C(=O)c4ccc(F)cc4)CC3)[nH]c2c1	0.6	-1	3	-3	-2	-1	-9
CC(C)(C)NCCOc1ccc(Br)cc1	·	-7	10	·	1	3	·
Cc1cc(NC(=O)CCN2C(=O)/C(=C\c3ccccc3Cl)SC2=S)no1	-1.7	-2	-2	-4	5	-1	0
CCCCn1c(N)c(N(Cc2ccccc2OC)C(=O)COc2cc(C)ccc2Cl)c(=O)[nH]c1=O	0.3	1	1	·	-6	-2	7
COc1ccc(-n2nnnc2CNC(=O)C(=O)c2c[nH]c3ccccc23)cc1	-1.0	1	5	·	1	-2	-1
COc1cc(C2NC(=O)c3ccccc3O2)ccc1OC(C)C (stereo not given)	-4.2	-7	0	-7	-1	3	0
NC1=NC(=O)S/C1=C\c1ccc(F)cc1	-1.0	·	0	·	-1	-1	-5
Cn1c(CCCOc2ccc(Cl)cc2Cl)n[nH]c1=S	3.1	3	3	·	-4	2	5
COc1ccccc1-n1c(=S)[nH]c2c(sc(=S)n2-c2ccccc2C)c1=O	1.4	-1	0	·	-2	0	-1
Cc1ccc(-n2nc3c(=O)n(C(C)C(=O)NCCC4=CCCCC4)nc(C)c3c2C)cc1 (stereo not given)	1.6	1	5	3	2	1	14
COc1ccc(O)c(/C=N/N=C2/C(=O)Nc3ccccc32)c1	-1.3	·	0	-5	·	5	-2
O=C(N/N=C\c1ccc([N+](=O)[O-])s1)c1cncc(Br)c1	3.1	0	2	·	0	4	0
C#C[C@]1(O)CC[C@H]2[C@@H]3CCC4=Cc5oncc5C[C@]4(C)[C@H]3CC[C@@]21C	-1.8	-1	·	-1	-1	-10	-6
COCCN1CCN(C(=O)c2cc(COc3ccc(F)c(F)c3)on2)CC1	1.7	-3	-1	-7	3	2	16
C=CCNC(=O)c1cccc2c1C(=O)c1ccc(N3CCCC3)cc1S2(=O)=O	2.0	·	·	-2	2	-2	7
COc1ccc(N2CCN(Cc3nc4cc(Cl)ccc4c(=O)[nH]3)CC2)cc1	0.4	1	2	·	-1	-3	2
Cc1cc(Nc2ccc([N+](=O)[O-])cc2)c2ccccc2n1	-9.9	13	-3	1	4	0	?
CC(C)CC#Cc1ccc2c(c1)O[C@@H](CN(C)C(=O)Nc1ccccc1)[C@H](C)CN([C@H](C)CO)S2(=O)=O	1.0	3	1	31[16.7 µM]	-5	4	1
CCN(CC(=O)Nc1ccccc1C(F)(F)F)C(=O)c1ccc(-n2nc(C)c(CCC(=O)OC)c2C)cc1	-4.5	1	1	3	0	7	-1
O=C(c1cccc(Oc2ccccc2)c1)N1CCOCC1	2.6	-5	-1	-2	-1	5	-3
COc1ccc(NC(=O)N(C)C[C@H]2Oc3ccc(NC(=O)C4CCCCC4)cc3C(=O)N([C@@H](C)CO)C[C@H]2C)cc1	-3.2	4	-2	6[16.7 µM]	2	2	12
COC(OC)C1Nc2ccccc2C(=O)N1c1ccc(F)cc1 (stereo not given)	-4.4	-6	3	·	3	6	1
CCC(=O)NC[C@H]1[C@@H](c2ccc(-c3ccc(F)cc3)cc2)[C@@H](CO)N1C(=O)CC	0.0	3	-1	·	-2	1	-11
CN(C)C(=O)C[C@@H]1C=C[C@H](NC(=O)C2CC2)[C@@H](CO)O1	0.9	-1	-1	·	-2	8	?
COC(=O)c1ccccc1NC(=O)Cn1c(-c2nonc2N)nc2ccccc21	7.8	-6	0	?	2	-2	-3
C[C@H](CO)N1C[C@H](C)[C@@H](CN(C)Cc2ccc(C(=O)O)cc2)Oc2ccc(NC(=O)Nc3ccc4c(c3)OCO4)cc2C1=O	-0.6	3	1	-10[16.7 µM]	1	-9	-5
C[C@H](CO)N1C[C@H](C)[C@@H](CN(C)C(=O)Cc2ccccc2)OCCCC[C@H](C)Oc2ccc(NC(=O)CCCN(C)C)cc2C1=O	-0.8	12	-3	1[16.7 µM]	0	5	2
C[C@@H]1CCCCO[C@H](CN(C)CC2CCCCC2)[C@H](C)CN([C@@H](C)CO)C(=O)c2cc(NC(=O)Nc3cccc4ccccc34)ccc2O1	-3.6	0	0	-31[16.7 µM]	-3	6	11
CCOC(=O)c1nccnc1C(=O)Nc1ccc(C(F)(F)F)cc1	1.0	2	3	·	-2	-1	-9
CCC1CCCCN1CC(=O)c1c(C)[nH]c2cc(C)ccc12 (stereo not given)	-0.3	-1	-1	-3	0	1	0
CCCCCCN1CCN(C2CN(Cc3cn(Cc4ccc(F)cc4)nn3)S(=O)(=O)C2)CC1 (stereo not given)	-4.9	-1	-2	·	·	-1	0
C[C@@H]1CN([C@@H](C)CO)C(=O)c2cc(NC(=O)Cc3ccccc3)ccc2O[C@@H]1CN(C)Cc1ccncc1	1.7	3	-2	1[16.7 µM]	-1	0	3
O=S(=O)(c1ccc(NC(=S)NC2CCCC2)cc1)N1CCCC1	2.4	-2	0	·	-6	-4	0
Cc1c(C(=O)N2CCN(c3ncccn3)CC2)oc2c(Cl)cccc12	-3.5	-3	2	-1	-2	0	6
O=C(NCC[C@H]1CC[C@H](NC(=O)C2CCCCC2)[C@H](CO)O1)c1cnccn1	-1.3	0	-2	·	-3	-2	-1
CC(=O)/C(N=Nc1ccc(C(=O)O)cc1)=C(\C)O	2.8	4	0	7	9	-3	-1
Cc1cc(Cl)ccc1OCC(=O)Nc1ccccc1C(=O)N1CCOCC1	-0.1	-2	0	·	-4	-8	-2
COc1ccc(-c2cc3c(=O)n(CC(=O)N4CCCCC4)ncn3n2)cc1	0.1	-6	7	0	1	-7	5
CCCc1ccc(OCC(=O)NNC(=O)c2cccnc2)cc1	-3.3	-1	-4	·	0	-3	1
CC(C)(C)c1ccc(OCCC(=O)OCC(=O)NC2CCS(=O)(=O)C2)cc1 (stereo not given)	1.6	2	-4	·	1	0	3
O=C(Oc1ccc(Br)cc1)C1CC(=O)N(c2ccc(F)cc2)C1 (stereo not given)	-3.5	2	3	4	1	1	15
CN(C)CC(=O)N1CCCCN2[C@H](C1)[C@H](c1ccc(/C=C/c3ccccc3)cc1)[C@@H]2CO	-1.8	3	3	-28[16.7 µM]	0	-3	-14
CCN(CC)CCNC(=O)C1(O)c2cc(Br)ccc2NC(=O)N1c1cccc(OC)c1 (stereo not given)	0.1	-4	-1	·	3	5	11
Cc1ccc(-c2ccc3c(c2)O[C@@H](CN(C)Cc2ccccc2)[C@H](C)CN([C@@H](C)CO)S3(=O)=O)cc1	-0.1	-1	2	17[16.7 µM]	5	-10	-3
COc1ccc(CNC(=O)CCS(=O)(=O)c2cc3c(cc2Cl)NC(=O)CO3)cc1	-2.5	-1	1	-4	4	1	4
COc1ccc(-c2cc3nc4n(c(=O)c3s2)CCCCC4)cc1	-0.7	-4	0	·	5	-3	-1
COc1cccc(-c2ccc(C3[C@H]4CNC[C@@H]3N4Cc3ccc4c(c3)OCO4)cc2)c1 (stereo not given in full)	-2.1&0.7	-1&-4	2&1	·	-4&-5	11&8	3&2
O=c1c(-c2ccc(Cl)cc2)c[nH]n1-c1ccccc1	-2.5	-3	-2	1	0	5	-3
Cc1cc(Cl)ccc1OCC(=O)NC(=S)Nc1ccc(Cl)cn1	-2.2	1	1	1	-3	-7	1
O=C(O)CCC(=O)c1ccc2c(c1)CCCC2	-3.3	-2	1	0	-1	-1	-11
Cc1nc(N)nc(N)c1-c1ccc([N+](=O)[O-])cc1	3.3	·	2	·	2	-2	6
O=C(Nc1cccc(C(=O)O)c1)/C(=C\c1cccc([N+](=O)[O-])c1)NC(=O)c1ccc(Br)cc1	0.6	1	16	1	-34	-8	-9
COCC(=O)N1C[C@H]2[C@@H](c3ccccc31)[C@H](CO)N2C(=O)C1CCCCC1	2.4	·	·	-4[16.7 µM]	·	·	-6

Next part:
compound	F508del corr	SIRT5 inh	CASP6 VEID inh	miR-122 sensor	ERAP1 inh	ERp5 inh	DENV2 CPE rescue
CO[C@@H](CN(C)S(=O)(=O)c1ccc(C)cc1)[C@H](C)CN(C(=O)Nc1ccccc1F)[C@H](C)CO	2.5	0	-1	·	-1	-6	-4
Cc1ccc(/C(N)=N/OC(=O)c2cccc(Cn3cc(C(F)(F)F)ccc3=O)c2)cc1	-0.1	0	1	·	-2	1	-1
CC(C)N1C(=O)CCC1C(=O)N1CCC(Cc2ccccc2)CC1 (stereo not given)	2.1	0	-3	-5	2	-8	-1
COc1ccc(/C=N/NC2=NS(=O)(=O)c3ccccc32)cc1OC	0.9	12	5	-7	-4	2	8
CN(C)c1ccc(NC(=O)Nc2ccc3c(c2)c(=O)n(C)n3Cc2ccc(Cl)cc2)cc1	-0.5	·	4	-1	-4	3	-13
CC(C)NC(=O)N(C)C[C@@H]1OCCCC[C@@H](C)Oc2ccc(NC(=O)c3ccccc3)cc2C(=O)N([C@@H](C)CO)C[C@H]1C	-0.1	0	-1	-7[16.7 µM]	0	1	3
NS(=O)(=O)c1ccc(CNC(=O)c2cc(=O)c3cc(Cl)ccc3o2)cc1	1.8	-2	0	·	-1	1	4
C[C@@H]1CN([C@@H](C)CO)C(=O)c2cc(NS(=O)(=O)c3ccc(Cl)cc3)ccc2O[C@H]1CN(C)Cc1ccc(Oc2ccccc2)cc1	6.4	17*	1	-10[16.7 µM]	-2	-4	0
Cc1ccccc1C(=O)NCC(=O)OC(C)C(=O)NCc1ccco1 (stereo not given)	-0.7	0	1	0	-2	3	-5
COc1ccccc1-c1cc2nc(C)c(CCC(=O)NCc3ccc(F)cc3)c(C)n2n1	-0.7	-2	0	8	-4	-6	-11
COCCN(C(=O)c1ccccc1F)c1c(N)n(Cc2ccccc2)c(=O)[nH]c1=O	-0.7	2	0	·	-1	-1	-7
CC1CC(C)CN(CC(O)COc2ccc3c(c2)CCC3)C1 (stereo not given)	-3.6	2	-5	·	-1	-1	4
CCOc1cc2sc(N3CCC(C(=O)NCCCN4CCCC4=O)CC3)nc2cc1Br	2.2	-4	-6	·	3	3	-1
CCOc1ccccc1NC(=O)C1CCCN(S(=O)(=O)c2cccc3cccnc23)C1 (stereo not given)	-1.1	·	2	·	·	4	9
CSc1ccc(CN2CCC(Oc3cccc(C(=O)N4CCCC4)c3)CC2)cc1	4.9	-7	-12	·	-1	-3	6
COCCNC(=O)c1cccc2c1C(=O)c1ccc(N3CCOCC3)cc1S2(=O)=O	2.2	·	1	-1	·	3	-3

Entries of single compounds as entered above.
`NS(=O)(=O)c1ccc(CNC(=O)c2cc(=O)c3cc(Cl)ccc3o2)cc1` reads F508del corr = 1.8; SIRT5 inh = -2; CASP6 VEID inh = 0; miR-122 sensor = ·; ERAP1 inh = -1; ERp5 inh = 1; DENV2 CPE rescue = 4
`COc1ccccc1-c1cc2nc(C)c(CCC(=O)NCc3ccc(F)cc3)c(C)n2n1` reads F508del corr = -0.7; SIRT5 inh = -2; CASP6 VEID inh = 0; miR-122 sensor = 8; ERAP1 inh = -4; ERp5 inh = -6; DENV2 CPE rescue = -11
